# Lipid droplet – hepatic lipid droplet formation modulation; inhibition, % at 6.5 µM; AID 1656; AML12 mouse hepatocytes, oleate lipid droplets, BODIPY imaging; hit rate 0.4% among 240,000;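 active = lipid droplet intensity inhibited by at least 50%, with more than 500 cells counted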
#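 Assay system: AML12 hepatocytes (mouse) / Also added: 100 µM oleic acid challenge / Times: overnight treatment with compound plus oleate / Detection: high-content imaging of BODIPY-stained droplets and DAPI nuclei / Evaluation: % inhibition of lipid droplet signal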
# b-catenin transl – beta-catenin nuclear translocation modulation; HeLa beta-catenin nuclear translocation, immunofluorescence imaging; nuclear translocation activity, % at 5 µM; hit rate 0.3% among 190,000; AID 1665;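 active = nuclear translocation activity above 50% at 5 µM, with a well cell count of 50 or more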;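 note: per-cell ratio of nuclear to cytoplasmic median beta-catenin stain intensity; plate controls were DMSO negative control for no effect and GSK-3 inhibitor IX positive control for full effect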
#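 System: Human HeLa cells, endogenous beta-catenin | Compound dosing: 5 µM primary, 0.02–20 µM confirmation | Timing: 24 h compound exposure at 37°C, 5% CO2 | Measured by: Fluorescence imaging of beta-catenin antibody stain plus DAPI | Read-out basis: % activation of per-cell nuclear versus cytoplasmic median beta-catenin signal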
# MT stabilizer – stabilizes microtubules in HeLa cells; hit rate 0.83% among 200,000; HeLa tubulin immunostaining HCS, 24 h; share of cells brighter than vehicle mean+2SD; % tubulin-high responders, % at 10 µM;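 active = plate Z-score above 3 for both tubulin-high and condensed-nucleus cell shares, with cell loss under 80%, at 10 µM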;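 note: anti alpha tubulin signal scored within the nucleus-defined area of each cell; some results filed as inactive read as strong as hits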
# human PMI inhibitors – MPI inhibition at elevated mannose 6-phosphate – biochemical, fluorescence intensity, high mannose 6-phosphate, primary screen (AID 1220); recombinant PMI enzyme, coupled fluorescence intensity; higher % means a stronger effect; inhibition, % at 20 µM; hits with a dose series show IC50 in µM; hit rate 0.66% among 190,000
# T cell HTS – modulates CD8 T cell binding to vesicles. 2C CD8+ T cell-vesicle binding, flow cytometry; stronger effect = lower value. calls only at 7 µM. hit rate 0.068% among 330,000. AID 2052;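 active = response, share of CD8 T cells binding vesicles, and their 90th percentile fluorescence all below set limits, cut at about 80% in these data, passing the limit was not always enough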
#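 System: murine 2C transgenic CD8+ T lymphocytes; also added: QL9-loaded Drosophila micro-vesicles; times: binding 1.5 h at 37 °C; measured by: flow cytometry, PE anti-B7-1 (FL2) versus Alexa647 anti-CD8 (FL8), PFA-fixed; control set: Peptide-free naked vesicles (low) and QL9 vesicles with 0.7% DMSO vehicle (high)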
# TNAP activators – stimulation of alkaline phosphatase TNAP activity – biochemical, luminescent, no phosphate acceptor, uHTS, primary screen (AID 1001) | purified TNAP, luminescent activation assay, no phosphate acceptor; higher activation fold means a stronger effect | one-dose activation fold at 20 µM; EC50 in µM for titrated hits | hit rate 0.03% among 200,000; in the data active = activation fold from about 3, or a potency from the dose series; inactive = the rest, 99 in 100 with activation fold below about 1.6; note: many of its hits are not listed in these tables
# human PMI inhibition – inhibitors of human PMI, primary screen, biochemical, fluorescence intensity, coupled assay (AID 1209) | inhibition, % at 20 µM; hits with a dose series show IC50 in µM | hit rate 0.42% among 190,000 | purified PMI enzyme, coupled fluorescence intensity; higher % means a stronger effect;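 note: plate controls were DMSO vehicle for no effect and wells lacking substrate for full effect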
# Ins promoter up – MIN6 insulin promoter up-regulation; MIN6 insulin promoter-GFP reporter, high-content imaging; stronger effect = higher value; z-score at 5 µM; hit rate 0.3% among 190,000; AID 1625;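 active = z-score above 3 at 5 µM with at least 500 cells counted in the well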
# Autophagy mod – autophagy modulation, high-content screen; MEF GFP-LC3 puncta imaging; test concentration mostly 10 µM; calls only at 10 µM (by protocol); hit rate 0.98% among 190,000;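 active = percentage of spot-positive cells more than 3 SD above its plate mean, without a fluorescence outlier flag or 80% toxicity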;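 note: spot-positive cell cutoff set from DMSO-treated cells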
# Ins promoter up cell count – recorded beside Ins promoter up, whose call it bears; cell count; measured here: cytotoxicity, nuclei count;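 total cells summed across four imaged fields per well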
# Lipid droplet cells 6.5 µM – also measured in Lipid droplet; calls as there; cell count; measured here: cell count, cytotoxicity flag;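 cells counted across two imaged fields per well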
# b-catenin transl cell count 5 µM – second read-out of b-catenin transl, no call of its own (marks repeat the call); cell count; measured here: cell count, cytotoxicity flag
# T cell HTS vesicle-bound % – also measured in T cell HTS; calls as there; double positive events, %; measured here: CD8+ vesicle-bound cell fraction;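 binding gate set so that unloaded-vesicle control wells show 10% double positive cells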
# MT stabilizer Hoechst-high % – recorded beside MT stabilizer, whose call it bears; % Hoechst-high responders; measured here: nuclear condensation Hoechst responders;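 share of cells brighter than vehicle mean plus two SD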
# MT stabilizer cytotoxicity % – further read-out of MT stabilizer, marked with its call; toxicity, %; measured here: cytotoxicity by cell density;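 0% = mean cell density of plate MIN control wells and 100% = no cells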
# Autophagy mod cell loss 18 h – further read-out of Autophagy mod, marked with its call; toxicity, %; measured here: cell loss, nuclei count;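 cell loss after 18 h compound exposure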
# An asterisk follows results filed as active; i = inactive; . = no result given; + = active, no number; & = joins results of further samples. Cut-off read from the data, not from the text of the source, unless noted: active = inhibition above about 50%; inactive = the rest.
SMILES,Lipid droplet,Lipid droplet cells 6.5 µM,b-catenin transl,b-catenin transl cell count 5 µM,MT stabilizer,MT stabilizer Hoechst-high %,MT stabilizer cytotoxicity %,human PMI inhibitors,T cell HTS,T cell HTS vesicle-bound %,TNAP activators,human PMI inhibition,Ins promoter up,Ins promoter up cell count,Autophagy mod,Autophagy mod cell loss 18 h
CCc1nc(SCC(=O)Nc2ccc(C(=O)O)cc2)n[nH]1,.,.,.,.,3.4,1.9,3.6,-0.5%,i,9.2,1.2,-2.4%,-0.05,950,.,.
COc1ccccc1OCC(=O)O,16.0,756,-7.6&0.1,1012&1088,4.8&2.4,2.6&2.4,4.9&5.2,4.8%&-4.6%,i,17.7&26.3,1.2&1.1,-0.2%&-1.5%,-0.73,1452,i,8.1&-5.7
O=C(O)c1cccc(-n2cccc2/C=C2/NC(=O)N(c3ccc(Cl)cc3)C2=O)c1,-0.5,594,-5.3,1046,2.3,1.5,7.0,-2.3%,.,.,1,-31.2%,0.72,1577,i,-2.6
Cc1ccc(C)c(N2CCN(C(=O)C3CCCN(S(=O)(=O)c4c(C)noc4C)C3)CC2)c1 (stereo not given),-6.4,665,1.2,959,2.1,3.6,8.3,11.0%,i,51.1,1,15.3%,-1.47,2002,i,2.4
CCCc1c(C)c2c(C)[nH]nc2oc1=O,.,.,-1.8,772,2.8,1.6,7.3,1.7%,i,9.7,1,3.5%,-0.78,1479,i,2.3
Cc1ccc(C(C)C)c(OCc2n[nH]c(=S)o2)c1,-24.3,714,-1.5,1014,3.2,2.5,6.7,-9.3%,i,43.6,1,2.4%,0.64,1712,i,0.6
c1ccc(-n2nnc3ccccc32)nc1,.,.,0.1,1097,4.6,1.9,2.9,10.1%,i,41.5,1,8.6%,0.19,1056,i,-18.3
CN1CCN(Cc2nc3c(c(=O)n(C)c(=O)n3C)n2CCCc2ccccc2)CC1,.,.,-1.1,1303,2.9,1.6,4.3,5.5%,i,22.8,1,6.9%,-0.35,1576,i,-22.7
O=C(COC(=O)c1cc(=O)[nH]c2ccccc12)Nc1nccs1,9.5,733,-0.8,1318,.,.,.,.,i,14.2,.,.,-1.29,1023,.,.
O=C(Nc1cccc(Cl)c1)O/N=C\c1ccncc1,.,.,.,.,3.5,1.6,8.2,2.7%,i,29.4,1.1,2.6%,.,.,i,-35.1
COc1ccc(CN2C(=O)N(c3ccccc3)C(=O)C2CC(=O)Nc2ccccc2)cc1OC (stereo not given),-2.6,712,-0.8,1103,3.0,2.3,6.4,2.8%,i,59.7,1.1,1.9%,-0.89,1204,i,-13.5
COC(=O)c1nnn(Cc2ccccc2)c1N,.,.,0.1,1419,3.5,1.8,1.1,14.8%,i,17.3,1.1,8.7%,0.43,1109,i,10.2
CCCCN(NC(C)=O)c1nc(Cl)nc(NC(C)C)n1,-1.9,839,3.4,927,1.4,0.9,8.9,0.2%,i,24.9,1.1,3.4%,0.47,906,i,-14.0
COc1ccc(OC)c(N=Cc2c(O)[nH]c3ccccc23)c1,.,.,-1.0,1284,4.5,3.5,4.6,-8.8%,i,15.5,1.1,-5.3%,2.05,1341,+,10.8*
Cc1cc(C)cc(NS(=O)(=O)c2ccc3oc(=O)ccc3c2)c1,9.0,795,.,.,2.3,1.4,7.7,2.9%,i,40.0,1.1,10.0%,0.05,955,i,20.2
Cc1onc(-c2ccccc2Cl)c1C(=O)OCC(=O)Nc1ccc2c(c1)OCO2,.,.,-4.3,774,2.3,2.5,12.8,2.4%,i,4.9,1.1,1.3%,-0.23,1211,i,1.3
CCOC(=O)CSc1nnc(-c2cccnc2)o1,0.6,731,-3.6,531,3.5,2.0,6.3,-7.0%,i,34.6,1.1,-7.2%,.,.,i,0.7
COCCN(C(=O)CNC(=O)c1ccco1)C(C(=O)NC1CCCCC1)c1cccs1 (stereo not given),14.9,737,-3.0,555,2.9,1.7,2.9,16.7%,i,28.8,1,12.8%,0.57,1246,i,2.7
COc1ccccc1C(=O)NCC(=O)OCC(=O)Nc1cccc(S(=O)(=O)N(C)C)c1,0.3,674,-4.8,1114,1.7,1.8,3.2,-7.7%,i,31.7,1.1,-7.4%,0.23,1579,i,-18.6
COc1ccc(NC(=O)CSc2nnc(-c3ccc(C)cc3)n2N)cc1,.,.,0.3,949,3.7,2.7,15.2,4.3%,i,10.1,1.1,-0.1%,.,.,i,8.2
CC(=O)N1CCc2cc(Br)cc(S(=O)(=O)N3CCCCCC3)c21,.,.,-1.1,982,2.8,3.0,9.3,5.7%,i,52.7,1.1,6.9%,-0.49,1364,i,17.2
Cc1ccc(NC(=O)c2cccc(C(=O)OC(C)C)n2)c(Br)c1,-6.1,706,.,.,2.3,3.3,6.0,14.3%,i,54.2,1.1,6.5%,-0.27,1292,i,4.2
O=C1CC(c2cccc(Oc3ccccc3)c2)NC(=O)N1 (stereo not given),.,.,-0.1,1167,3.5,2.4,5.2,-1.2%,i,16.2,1.1,-6.6%,0.63,1071,i,13.2
Brc1ccc2oc3c(N4CCOCC4)ncnc3c2c1,.,.,-2.1,1013,3.8,2.4,0.7,15.5%,.,.,1.2,11.9%,.,.,i,11.2
C=CCn1c(SCc2nc3ccccc3nc2C)nnc1-c1ccoc1C,.,.,.,.,1.2,2.4,12.1,-7.7%,i,32.3,1.1,-4.9%,.,.,i,-2.3

# More structures:
SMILES,Lipid droplet,Lipid droplet cells 6.5 µM,b-catenin transl,b-catenin transl cell count 5 µM,MT stabilizer,MT stabilizer Hoechst-high %,MT stabilizer cytotoxicity %,human PMI inhibitors,T cell HTS,T cell HTS vesicle-bound %,TNAP activators,human PMI inhibition,Ins promoter up,Ins promoter up cell count,Autophagy mod,Autophagy mod cell loss 18 h
O=C(COc1ccc(Cl)cc1Cl)NC(=S)Nc1ccccc1C(=O)O,-12.1,582,-0.8,962,3.5,2.1,3.5,8.3%,i,53.1,1,5.9%,-0.51,1476,i,-9.6
COc1ccc(/C=N/NC(=O)c2ccc3ccccc3c2)cc1OS(=O)(=O)c1ccc(NC(C)=O)cc1,.,.,108.9*,572*,4.5,11.5,30.4,14.8%,i,19.3,1,13.4%,-1.4,1106,i,22.1
O=C(/C=C/c1cccc([N+](=O)[O-])c1)N1CCN(S(=O)(=O)c2cccs2)CC1,2.7,659,3.9,1054,1.9,1.3,1.7,-4.5%,i,50.0,1.1,-4.7%,-1.32,1313,i,-20.2
O=C1CN(c2nnnn2-c2ccccc2)CCN1,2.7,786,.,.,2.6,1.0,7.0,-18.1%,i,40.0,0.8,-17.3%,0.35,846,i,-11.5
Cc1csc(NC(=O)C2CCCO2)n1 (stereo not given),31.7,697,.,.,1.0,1.3,4.7,8.4%,i,22.8,1.1,11.0%,-0.32,1331,i,-3.9
Cc1cnc(NC(=O)Cc2cccs2)s1,22.5,776,-0.7,984,0.8,2.2,2.8,-7.0%,i,7.9,1,-9.0%,0.9,1188,i,-8.1
COC(=O)C1=CN(Cc2cccs2)C=C(C(=O)OC)C1c1cccc(Cl)c1,-22.5,771,9.3,836,3.4,2.8,3.8,16.9%,i,15.6,1.2,16.3%,0.01,1470,i,-1.7
Cc1cc(C)nc(SCc2ccc(C(=O)N/N=C/c3ccco3)cc2)n1,5.5,697,0.2,1084,4.5,1.4,11.6,-7.6%,i,31.1,1.3,-21.4%,-0.59,1307,i,6.5
O=C(NCc1ccc2c(c1)OCO2)c1ccccc1,11.8,682,1.6,1088,7.0,2.8,6.1,0.9%,i,22.6,1.1,-4.2%,0.1,1107,i,18.8
COC(=O)c1ccc(N/C(=N/S(=O)(=O)c2ccccc2)c2ccccc2)cc1,-20.7,635,3.7,1130,1.7,2.6,8.3,8.7%,i,0.0,1.1,8.5%,-0.87,1510,i,6.7
COC(=O)c1ccc(COC(=O)CNS(=O)(=O)c2ccccc2)cc1,8.6,736,1.4,969,1.5,1.1,1.1,-0.3%,i,22.8,1,2.2%,0.11,1458,i,28.8
COc1cccc(NC(=O)C2CCN(Cc3cnn(-c4ccccc4)c3-n3cccc3)CC2)c1,.,.,.,.,2.6,1.1,11.6,-5.5%,i,57.5,2.2,-0.5%,-1.47,614,i,-1.7
Fc1ccc(-c2n[nH]c(=S)n2-c2ccc3c(c2)OCCO3)cc1,-0.7,725,-1.5,1041,1.7,2.1,8.0,11.8%,i,25.4,1.1,11.0%,-0.82,1437,i,3.0
Nc1ccccc1C#Cc1ccccc1,.,.,.,.,2.5,2.3,6.3,10.1%,.,.,1,9.6%,.,.,i,-7.9
CC(C)(C)c1cc(NC(=O)C2CCCO2)no1 (stereo not given),23.2,698,-1.5,1090,4.3,1.8,3.8,13.7%,i,41.7,1.1,4.9%,-0.09,1361,i,-8.1
CCOC(=O)CC(NC(=O)c1ccc(C)cc1)c1ccc(OC)cc1 (stereo not given),3.0,730,-0.7,1092,3.4,3.5,5.6,2.0%,i,23.9,1.1,-3.5%,0.06,1291,i,6.0
Cc1ccc(-c2nn3c(C)nnc3s2)cc1N,.,.,-1.9,1111,3.5,1.5,5.0,12.9%,i,50.0,1.1,5.7%,1.13,1273,i,7.8
COc1ccc(-c2cc(C(F)(F)F)n3nc(C(=O)Nc4c(C)n(C)n(-c5ccccc5)c4=O)c(Cl)c3n2)cc1,0.0,678,-0.8,966,3.4,2.6,9.9,6.3%,i,46.3,1.1,6.7%,0.2,1223,i,-0.4

# Filtered by structure, those above with two or more sulfur atoms.
SMILES,Lipid droplet,Lipid droplet cells 6.5 µM,b-catenin transl,b-catenin transl cell count 5 µM,MT stabilizer,MT stabilizer Hoechst-high %,MT stabilizer cytotoxicity %,human PMI inhibitors,T cell HTS,T cell HTS vesicle-bound %,TNAP activators,human PMI inhibition,Ins promoter up,Ins promoter up cell count,Autophagy mod,Autophagy mod cell loss 18 h
O=C(/C=C/c1cccc([N+](=O)[O-])c1)N1CCN(S(=O)(=O)c2cccs2)CC1,2.7,659,3.9,1054,1.9,1.3,1.7,-4.5%,i,50.0,1.1,-4.7%,-1.32,1313,i,-20.2
Cc1cnc(NC(=O)Cc2cccs2)s1,22.5,776,-0.7,984,0.8,2.2,2.8,-7.0%,i,7.9,1,-9.0%,0.9,1188,i,-8.1

# Screening results as filed in PubChem.
